Assay outcomes from PubChem.
Hck Nef HTS – inhibitors of Nef-activated human Hck kinase, primary screen, biochemical, Z-Lyte FRET, 384-well, Hck-YEEI; Tyrosine-protein kinase HCK (Homo sapiens), P08631; Recombinant Hck-YEEI plus Nef, Z-Lyte FRET kinase assay; inhibition, % at 20 µM; 220,000 compounds, 0.68% hits; AID 463187, 2010;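 active = Hck-Nef kinase inhibition above about 50%, limit read from the data; inactive = inhibition below that limit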;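 also: 0% = DMSO with Hck plus Nef and 100% = Hck alone without Nef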
Target sequence (P08631 whole entry, looked up): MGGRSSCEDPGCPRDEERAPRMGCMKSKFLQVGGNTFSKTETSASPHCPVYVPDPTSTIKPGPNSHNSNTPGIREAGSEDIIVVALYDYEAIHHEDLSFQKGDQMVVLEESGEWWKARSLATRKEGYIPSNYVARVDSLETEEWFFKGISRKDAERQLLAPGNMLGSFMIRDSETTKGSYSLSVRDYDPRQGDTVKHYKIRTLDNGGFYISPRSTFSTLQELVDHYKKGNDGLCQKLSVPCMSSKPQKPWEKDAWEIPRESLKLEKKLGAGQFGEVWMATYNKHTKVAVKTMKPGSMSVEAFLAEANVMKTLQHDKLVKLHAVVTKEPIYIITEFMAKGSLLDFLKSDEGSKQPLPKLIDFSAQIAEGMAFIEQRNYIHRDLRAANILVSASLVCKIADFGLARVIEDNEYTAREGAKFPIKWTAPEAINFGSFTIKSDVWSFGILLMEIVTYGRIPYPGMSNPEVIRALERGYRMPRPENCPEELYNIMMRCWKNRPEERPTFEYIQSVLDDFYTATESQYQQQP
EP2 antag – human EP2 receptor antagonists, primary screen, TR-FRET cAMP, C6 glioma cells; inhibition, % at 25 µM; AID 1422, 2008; 260,000 compounds, 0.52% hits; Prostaglandin E2 receptor EP2 subtype (Homo sapiens), P43116; C6 glioma cells expressing human EP2; cells stimulated with saturating PGE2;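 active = percent inhibition above 40 after rounding to a whole number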;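 also: rat C6 glioma host cells with rolipram phosphodiesterase inhibitor present; the protocol text gives 20 µM as final concentration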
Target sequence (P43116 whole entry, looked up): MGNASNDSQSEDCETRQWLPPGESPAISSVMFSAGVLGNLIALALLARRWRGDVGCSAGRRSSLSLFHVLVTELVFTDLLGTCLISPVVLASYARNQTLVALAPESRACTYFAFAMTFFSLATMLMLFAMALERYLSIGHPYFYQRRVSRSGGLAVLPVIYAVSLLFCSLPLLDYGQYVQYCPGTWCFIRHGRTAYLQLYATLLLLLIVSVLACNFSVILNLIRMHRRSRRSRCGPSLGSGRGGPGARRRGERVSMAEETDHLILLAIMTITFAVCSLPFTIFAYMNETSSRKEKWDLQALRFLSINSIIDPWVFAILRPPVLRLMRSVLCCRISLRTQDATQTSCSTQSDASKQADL
EP2 mod – EP2 receptor modulators, cAMP readout, primary screen, cell-based, HTRF cAMP, PGE2 stimulation. Prostaglandin E2 receptor EP2 subtype (Homo sapiens), P43116. EP2-expressing cells, cAMP HTRF FRET, PGE2 co-stimulation. induction, % at 25 µM. 260,000 compounds, 0.83% hits. AID 940, 2007;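 active = compounds whose cAMP rise, as percent of the full-agonist control response, exceeds 60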;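 also: rat C6 glioma line stably carrying human EP2 under a CMV promoter; the protocol text gives 20 µM as final concentration; 100% = response of wells given 1 µM PGE2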
eIF4E-4G inh – eIF4E–eIF4G protein interaction inhibitors, primary screen, biochemical, uHTS, TR-FRET, eIF4GI fragment; 220,000 compounds, 0.37% hits; Eukaryotic translation initiation factor 4E (Mus musculus) + Eukaryotic translation …; inhibition, % at 21.7 µM; TR-FRET eIF4E-eIF4GI(517-606) binding, 2 h;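 active = inhibition above about 30%, limit read from the data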;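 also: 0% = full FRET control wells and 100% = background wells lacking eIF4GI fragment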
14-3-3 Bad PPI – inhibitors of 14-3-3 zeta/Bad binding, primary screen, biochemical, TR-FRET, bovine 14-3-3 zeta | inhibition, % at 21.7 µM | AID 781, 2007 | 220,000 compounds, 0.71% hits | TR-FRET 14-3-3zeta/Dy647-pBad peptide displacement, 1 h | 14-3-3 protein zeta/delta (Bos taurus), P63103;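 active = inhibition above about 70%, limit read from the data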;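 also: 0% = full 14-3-3 plus peptide FRET controls and 100% = background without 14-3-3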
m-calpain inh – inhibitors of pig calpain II, primary screen, biochemical, fluorogenic peptide substrate, 1536-well; inhibition, % at 16 µM; 220,000 compounds, 0.37% hits; purified calpain II, 30 min; AID 1236, 2008;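 active = inhibition above about 50%, limit read from the data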
L929 necroptosis – inhibitors of zVAD-triggered necroptosis, primary screen, L929 cells | 220,000 compounds, 0.38% hits | viability rescue, % at 10 µM | L929 zVAD necroptosis rescue, ATP luminescence, 24 h; with zVAD 60 µM;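 active = activation, scaled between plate controls, above about 75%, limit read from the data; inactive = activation under that limit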;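 also: 0% = zVAD with DMSO and 100% = DMSO alone without zVAD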
TbHK1 inh – Trypanosoma brucei hexokinase 1 inhibitors, primary screen, biochemical, G6PDH-coupled NADH absorbance, MLSCN library. AID 1430, 2008. inhibition, % at 10 µM. recombinant TbHK1, G6PDH-coupled NADH A340. hexokinase 1 [Trypanosoma brucei]. 220,000 compounds, 0.11% hits;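 active = inhibition of 50% or more in the single-dose primary screen; inactive = inhibition below 50%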
Rad51 HR inh – human RAD51 strand exchange inhibitors, primary screen, biochemical, fluorescence; hRad51 DNA strand exchange, fluorescence dequenching; AID 1385, 2008; inhibition, % at 10 µM; DNA repair protein RAD51 homolog 1 (Homo sapiens), Q06609; 200,000 compounds, 0.085% hits;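 active = inhibition above 40% at the single screening dose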;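 also: 0% = DMSO control wells and 100% = blanks with heterologous ssDNA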
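Test system: preformed human Rad51 ssDNA filaments; also added: Donor/quencher-labelled 47-bp dsDNA substrate; doses: 10 µM final, single point; times: 37 °C 15-min filament assembly, 30-min compound preincubation, 15-min exchange; detection: FRET fluorescence dequenching, excitation 485 nm, emission 520 nm; read-out basis: Fluorescence-based percent inhibition, control- and blank-normalised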
Active calls of the source: *; . = not tested or not shown; & = joins results of further samples; [ ] = dose if it differs, or a comment.

The line under a structure holds: Hck Nef HTS, EP2 antag, EP2 mod, eIF4E-4G inh, 14-3-3 Bad PPI, m-calpain inh, L929 necroptosis, TbHK1 inh, Rad51 HR inh
[1] COCCNC(=S)N1CCN(c2ccc(Cl)cc2)CC1
    24.0, 3.9, -17.3, 5.6, 33.7, 6.2, 2.2, 0.7, -1.8
[2] Cc1ccc(SC(C)c2nc(-c3cccnc3)no2)cc1 (stereo not given)
    12.6, 10.5, -5.0, -10.9, 14.2, 21.0, -0.3, 2.6, -3.3
[3] CCCCn1c(=N)n(CC(O)COc2ccc(C)cc2)c2ccccc21 (stereo not given)
    1.4, 3.5, -6.7, 3.4, 9.1[fluorescence artefact?], -9.1, 3.6, 9.2, -2.6
[4] CC(/C=N/NC(=O)Cn1cnc2c1c(=O)n(C)c(=O)n2C)=C\c1ccccc1
    3.4, 14.7, -59.9, 0.8, -0.4, 16.7, 0.4, -9.8, 20.0
[5] COc1ccc(C2=NOC(C(=O)Nc3ccc4c(c3)OCO4)C2)cc1OC (stereo not given)
    -1.5, 5.8, -21.9, 4.1, -12.0, 3.6, 2.0, 8.8, -9.4
[6] Cc1ccc(CSc2nnc(-c3ccncc3)n2N)cc1
    -13.6, 8.1, -0.1, 6.6, 0.9, 7.5, 1.0, -7.0, .
[7] Cc1ccc(C(=O)Oc2ccccc2N2C(=O)C3C4CCC(C4)C3C2=O)cc1 (stereo not given)
    5.0, 8.3, 6.8, 11.4, -14.4, -1.4, 0.9, -5.0, 4.4
[8] Cn1c(=O)c2c(nc(N3CCCCCC3)n2CC(=O)c2ccccc2)n(C)c1=O
    -0.8, 13.4&7.2, 12.0&28.3, -4.0[fluorescence artefact?], 7.8, -32.3, -0.5, 2.2, -3.1
[9] CCN(CC)CCOC(=O)c1ccc(NC(=O)c2cccc(C)c2[N+](=O)[O-])cc1
    3.6, 4.5, -24.9, 9.4, -2.7, 6.0, 39.9, -0.3, -3.2
[10] Cn1c(Cn2c(=O)sc3ccccc32)nnc1SCC(=O)NCc1ccccc1Cl
    -4.5, ., 3.8, -3.7, 14.7, -5.0, 0.3, -8.3, .

Retrieved by compound from the entries so far:
The line under a structure holds: Hck Nef HTS, EP2 antag, EP2 mod, eIF4E-4G inh, 14-3-3 Bad PPI, m-calpain inh, L929 necroptosis, TbHK1 inh, Rad51 HR inh
[2] Cc1ccc(SC(C)c2nc(-c3cccnc3)no2)cc1 (stereo not given)
    12.6, 10.5, -5.0, -10.9, 14.2, 21.0, -0.3, 2.6, -3.3
[3] CCCCn1c(=N)n(CC(O)COc2ccc(C)cc2)c2ccccc21 (stereo not given)
    1.4, 3.5, -6.7, 3.4, 9.1[fluorescence artefact?], -9.1, 3.6, 9.2, -2.6

Next structures:
The line under a structure holds: Hck Nef HTS, EP2 antag, EP2 mod, eIF4E-4G inh, 14-3-3 Bad PPI, m-calpain inh, L929 necroptosis, TbHK1 inh, Rad51 HR inh
[11] O=C1CCc2cc(S(=O)(=O)N3CCCC3C(=O)NC3CCCCCCC3)ccc2N1 (stereo not given)
    0.0, 6.6, 6.1, -12.0, -2.3, 15.8, -0.1, -6.1, -4.7
[12] COc1cccc(C(=O)N2CCN=C2SCc2cccnc2)c1OC
    3.3, 13.4, 32.6, -4.8, 14.5, -0.2, -0.1, -0.7, -1.6
[13] Cc1ccc(-c2nnn(CC(=O)NC3CC4CCC3C4)n2)cc1 (stereo not given)
    1.6, 12.9&13.8, -15.5&-14.6, 0.1, -1.1, -3.0, 0.6, 1.3, 3.1
[14] O=C(COC(=O)c1ccccc1NC(=O)C1CC1)c1ccc2c(c1)OCCO2
    -1.0, 10.8, -9.0, 3.4, 71.5*, 16.5, -0.1, -10.2, 3.6
[15] CC(=O)N1N=C(c2cccs2)CC1c1ccc(C)o1 (stereo not given)
    -6.5, 10.5, 0.3, 1.3, 11.6, 30.0, 0.5, -5.0, -4.6
[16] Cc1cc(/C=C2\SC(=S)NC2=O)c(C)n1-c1ccccc1
    53.2*, 12.5, -36.1, -1.3, -1.3, 1.7, 0.8, -4.5, -118.2
[17] CNC(=O)/C=C/c1cccc(C(F)(F)F)c1
    3.1, -2.7, -42.0, -2.9[fluorescence artefact?], -6.0, 3.0, 0.7, -3.8, .
[18] Cn1nnc(NC(=S)NC(=O)/C=C/c2ccco2)n1
    11.3, 7.6, 11.8, -1.7, 13.4, 17.7, -0.1, -3.9, -7.6
[19] CCOC(=O)C1=C(C)NC(SCC(=O)Nc2cc(C)on2)=C(C#N)C1c1cccs1 (stereo not given)
    11.3, 7.3, 24.7, -0.2[fluorescence artefact?], -0.9, -50.6, -0.2, 12.3, 5.0
[20] CC(C)C(=O)NC(Nc1cc(C(F)(F)F)ccc1Cl)C(Cl)(Cl)Cl (stereo not given)
    0.1, 4.9, 6.9, -22.3[fluorescence artefact?], 2.5[fluorescence artefact?], 19.0, -1.1, 3.2, 17.5
[21] CC(C)(C)C(=O)NC(=S)NCCc1ccccc1
    0.8, 9.5, -32.5, -6.5, -22.8, 15.8, -0.3, 1.0, -2.8
[22] O=C(NCCCN1CCOCC1)c1ccc2c(=O)n(CCc3ccccc3)c(=O)[nH]c2c1
    3.3, 6.8, 16.2, 3.6, -18.0[fluorescence artefact?], -71.9, 0.1, -12.3, -0.2
[23] COc1ccc(-n2c(SCC(=O)NCC3CCCO3)nc3n[nH]c(C)c3c2=N)cc1 (stereo not given)
    1.1, 8.7, 25.4, 8.0[fluorescence artefact?], 3.4, -3.2, 1.1, -11.5, -4.6
[24] Cc1cnc(C(=O)Nc2ccc3c(c2)CCC3)cn1
    -0.8, 8.7, -28.6, -19.0, 2.1[fluorescence artefact?], 20.7, 0.7, -6.1, 0.1
[25] COc1ccc(OC(C)C(=O)NC2CC(C)(C)NC(C)(C)C2)cc1 (stereo not given)
    -0.6, 5.3, 31.5, -7.0[fluorescence artefact?], -5.4, -38.5, 0.0, 1.6, -10.2
[26] COC(=O)c1ccc(-c2ccco2)n1Cc1cc(C)ccc1C
    5.6, 5.9, 62.3*, -2.1, -3.4, -19.9, 1.2, -11.1, 1.8
[27] CC1Cc2ccccc2N1S(=O)(=O)c1cccc(C(=O)NCCCn2ccnc2)c1 (stereo not given)
    5.0, 4.5, -22.1, 0.3, 2.0, -15.1, -0.7, -4.0, .
[28] CCCCc1ccc(NC(=S)Nc2ccc(Nc3ccc(OC)cc3)cc2)cc1
    0.8, 9.4, -11.2, -2.4, -17.1[fluorescence artefact?], -23.1, 0.4, 0.8, -14.5
[29] CCn1cc(NC(=O)Nc2ccccc2C(=O)OC)c(C(N)=O)n1
    -23.0, 9.1, -7.8, 3.4, 6.0, -5.9, 0.1, -6.9, 2.3
[30] CCn1c(C)c(C(C)=O)c(N2CCN(c3ccc(OC)cc3)CC2)nc1=S
    3.7, 9.5, 9.8, 5.8, -8.4, -16.8, 0.1, -11.4, -27.1
[31] NC(=O)c1sc2nc(-c3ccccc3)c3c(c2c1N)CCCC3
    -42.3, 12.8, 49.7, 1.8, -5.5, -275.2, 1.9, 6.8, -2.2
[32] O=C(COc1ccccc1)NC(Cc1c[nH]c2ccccc12)C(=O)O (stereo not given)
    1.1, 4.2, 21.2, 8.3, -1.2, -15.9, 0.2, 9.5, 1.2
[33] Cc1[nH]nc2c1C(c1ccccc1F)CC(=O)N2 (stereo not given)
    -2.3, 5.2, 35.6, 4.0, 2.6, 19.8, 1.3, 12.4, -2.5
[34] O=C(c1cccc(F)c1)N1CCN(C(=O)c2cc(-c3ccc(Cl)cc3Cl)on2)CC1
    8.2, 13.2, -50.8, 4.8, 0.9, 34.5, -0.1, -11.8, 3.5
[35] COc1cc(C)c(Br)cc1S(=O)(=O)N1CCCC1
    -0.5, 19.5, 16.1, 0.4, -6.6, 12.4, -0.1, 1.0, -1.7
[36] O=C(CCC1CCCN(C(=O)C2(c3ccccc3)CC2)C1)N1CCN(c2ccccn2)CC1 (stereo not given)
    19.9, 10.9, 4.8, -0.9, -18.6, -28.9, -1.4, -5.6, -3.4
[37] COc1ccc(S(=O)(=O)N2CCC(NC(=O)Nc3ccc(C)cc3)CC2)cc1
    0.6, 5.8&5.3, -17.0&-62.4, -0.4, 1.4, -1.9, 4.7, -0.7, -4.6
[38] Cc1cc(Br)c(S(=O)(=O)n2nnc3ccccc32)cc1C
    8.5, 6.9, 18.2, 11.3, 63.9, 15.8, 0.2, 2.7, 6.1
[39] COc1cccc(-c2cc(C(=O)NCc3cccs3)no2)c1
    15.5, 4.3, -21.2, 0.7, -4.2, 10.3, 0.1, -10.2, 14.7
[40] COc1cc(C(=O)OCC(=O)Nc2cc(C)on2)c([N+](=O)[O-])cc1OC
    -13.7, 10.6, 15.0, 9.9, -7.1, -12.0, 1.5, -5.5, 8.9
[41] Cc1nc2ccc3nc(NC(=O)c4ccc(S(=O)(=O)N5CCOCC5)cc4)sc3c2s1
    0.1, 9.2, 9.2, -0.9, -0.9, -352.8, 0.9, -17.1, -6.0
[42] COc1ccc(CSc2nc(C)cc(=O)[nH]2)cc1
    0.1, 12.5, 15.3, 3.8, -7.8, 13.6, -0.1, 0.1, 0.5
[43] O=C(Cn1ncc2c(=O)oc3ccccc3c21)NCC1COc2ccccc2O1 (stereo not given)
    7.3, 6.6, -11.9, -3.9[fluorescence artefact?], 6.5[fluorescence artefact?], -27.5, 0.3, -0.6, 6.1
[44] CCCCCc1nnc(NC(=O)C2CCCO2)s1 (stereo not given)
    -4.5, 6.4, 12.3, -6.0[fluorescence artefact?], 0.4[fluorescence artefact?], -15.0, -0.2, 8.2, 3.0
[45] Nc1c(-c2ccccc2)cnn1C1CCS(=O)(=O)C1 (stereo not given)
    1.3, 17.5, -1.4, 1.2, 4.5, -7.3, 1.0, -5.5, 2.5
[46] COc1ccc(NC(=O)C(c2ccc(OC)cc2)N(C)C(=O)CC2NC(=O)NC2=O)cc1 (stereo not given)
    3.7, 3.8, 24.3, 1.1, 2.8[fluorescence artefact?], 35.3, ., 4.4, 26.2
[47] O=C1c2ccccc2C(=O)N1CCc1nc(-c2ccc(Cl)cc2)no1
    -9.9, 10.4, -4.8, -6.7, -11.8, -10.7, 0.6, -1.2, -4.1

The list is partial (hit frequency here may not be typical).
